Screening data deposited in PubChem by National Center for Advancing Translational Sciences (NCATS).
N370S GC = inhibitors or activators of N370S glucocerebrosidase for Gaucher disease. 0.092% of 330,000 active. N370S GC spleen homogenate, 4MU-glucoside fluorescence. Potency, µM (top dose mostly 59.4 µM), without a hit: top-dose activity change, negative = inhibition, usual class: inhibitors. P04062;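 further: 0% = full enzyme activity and -100% = no enzyme basal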
FEN1 inh = human FEN1 inhibition; Potency, µM (doses to about 114 µM), inactives show at the top dose activity change, negative = inhibition, usual class: inhibitors; Recombinant FEN1 flap cleavage, fluorescence, 15 min; 0.35% of 390,000 active; further: nearly all actives have a fitted effect of over 65% in size
Target sequence (P39748 whole entry, looked up): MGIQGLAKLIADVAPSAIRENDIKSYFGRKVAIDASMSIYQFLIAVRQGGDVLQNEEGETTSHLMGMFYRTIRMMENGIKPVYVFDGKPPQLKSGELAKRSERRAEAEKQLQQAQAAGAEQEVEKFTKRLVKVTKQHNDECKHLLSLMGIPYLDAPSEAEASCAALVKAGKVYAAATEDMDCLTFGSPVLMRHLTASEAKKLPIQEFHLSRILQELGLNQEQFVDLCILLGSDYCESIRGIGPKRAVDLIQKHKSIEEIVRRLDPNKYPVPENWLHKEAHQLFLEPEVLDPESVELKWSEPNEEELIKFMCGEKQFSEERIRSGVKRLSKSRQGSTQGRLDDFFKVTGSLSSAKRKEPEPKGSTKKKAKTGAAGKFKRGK
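FEN1 at 10 nM preincubated with compounds 15 min at room temperature, then flap DNA substrate added at 50 nM final. Signal read at 0 and 15 min; concentration-response fitted with four-parameter Hill equation.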
TDP1 inh = inhibitors of human tyrosyl-DNA phosphodiesterase TDP1 | Potency, µM (highest dose often 130 µM), for the others: at the highest dose activity change, negative = inhibition, actives largely listed as inhibitors | 0.28% of 350,000 active | AID 485290 | recombinant TDP1, AlphaScreen DNA substrate cleavage; further: nearly all actives have a fitted effect of over 40% in size
Target sequence (Q9NUW8 whole entry, looked up): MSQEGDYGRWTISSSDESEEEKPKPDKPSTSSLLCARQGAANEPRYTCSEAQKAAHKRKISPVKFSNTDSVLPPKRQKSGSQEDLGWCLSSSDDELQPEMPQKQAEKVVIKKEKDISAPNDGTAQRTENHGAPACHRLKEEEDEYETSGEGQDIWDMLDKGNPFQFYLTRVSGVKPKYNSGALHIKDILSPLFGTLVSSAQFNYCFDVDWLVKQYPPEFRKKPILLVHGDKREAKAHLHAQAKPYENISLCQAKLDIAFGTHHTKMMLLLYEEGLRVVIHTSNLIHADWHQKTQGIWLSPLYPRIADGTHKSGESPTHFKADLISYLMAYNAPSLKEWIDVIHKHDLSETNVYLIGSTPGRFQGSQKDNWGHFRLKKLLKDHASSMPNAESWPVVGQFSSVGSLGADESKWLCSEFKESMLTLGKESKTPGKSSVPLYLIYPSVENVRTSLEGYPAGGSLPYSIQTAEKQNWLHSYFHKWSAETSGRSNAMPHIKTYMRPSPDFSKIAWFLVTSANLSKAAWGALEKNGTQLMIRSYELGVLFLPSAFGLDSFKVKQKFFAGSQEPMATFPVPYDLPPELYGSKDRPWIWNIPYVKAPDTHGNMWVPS
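Compounds were preincubated with Tdp1 (1 nM final) for 15 min at room temperature before substrate (15 nM final) started a 5 min reaction; beads (10 ug/ml final) were then added for 10 min before AlphaScreen detection.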
Active calls of the source: *; ? = inconclusive; . = not tested or not shown; & = joins results of further samples; [ ] = another dose, or the depositor's remark. The call rests on the fitted dose curve; in most records, active means well fitted curve in the direction sought with a large enough effect; inconclusive means small, poorly fitted or top-dose-only effect, or another doubt; inactive means no such curve, though single readings can be large; an effect the other way counts as inactive or inconclusive. Unless noted, on the % scale 0 is the no-effect control and ±100 the full control effect; potency means the concentration at half of the fitted maximal effect.

Order of results: N370S GC | FEN1 inh | TDP1 inh
- CC(=O)Nc1ccc(C(=O)N/C(=C\c2ccccc2)C(=O)Nc2cccc(C(=O)O)c2)cc1
    -1% | -3% | 3%
- Cc1cccc(C)c1NC(=O)CCCSc1nc2ccccc2s1
    9% | -4% | -1%
- Cc1ccc(C(=O)Cn2c(=N)n(CCN3CCOCC3)c3ccccc32)cc1
    . | -5% | 0%
- Cc1[nH]c2ccccc2c1C(=O)NS(=O)(=O)Nc1ccc(Cl)cc1
    -3% | -4% | 5%
- CCOc1cccc(-c2c(C(=O)N/N=C/c3ccoc3)nnn2-c2nonc2N)c1
    -2% | 8% | 3%
- O=C(COC(=O)/C=C/c1ccccc1)NCCC1=CCCCC1
    9% | -4% | 0%
- Cn1c2ccc(F)cc2c2nnc(SCC(=O)Nc3cccc(O)c3)nc21
    -15% | -21% | .
- Cc1c(F)cccc1NC(=O)CCC(=O)O
    2% | 8% | 0%
- CC1=C(C(=O)OC2CCCCC2)C(c2ccc(C)o2)C2=C(CC(C)(C)CC2=O)N1 (stereo not given)
    8% | 4% | 3%
- Cc1ccccc1-n1cnc2c(sc3nc(N4CCOCC4)c4c(c32)CCCC4)c1=O
    1% | 0% | -5%
- CCCCC(=O)NCc1ccc(Cl)cc1
    2% | 0% | 2%
- CN(CCc1ccccn1)S(=O)(=O)c1ccc2c3c(cccc13)C(=O)N2
    -2% | -1% | 2%
- CCOC(=O)C1CCN(S(=O)(=O)c2c(C)noc2C)CC1
    -2% | 25% | 1%
- CCc1nn2c(=O)cc(COC(=O)c3ccccc3)nc2s1
    . | 4% | 5%
- CCN(CC)c1ccc(/C=N/NC(=O)c2ccc([N+](=O)[O-])cc2)cc1
    -7% | -18% | -3%
- CCOC(=O)c1cccc(NC(=O)c2cc3ccccn3n2)c1
    . | -4% | 5%
- O=C1CN(Cc2cc(=O)oc3cc4c(cc23)CCC4)CCN1
    -7% | 2% | -2%
- COc1cc(OC)c(NS(=O)(=O)c2ccc3oc(=O)c4ncn(C)c4c3c2)cc1Cl
    . | -3% | -3%
- COc1ccc(CNC(=O)C(CC(C)C)NS(=O)(=O)c2ccc3c(c2)CCN3C(C)=O)cc1 (stereo not given)
    . | 18% | -5%
- O=C(N[C@@H](Cc1ccccc1)C(=O)N1CCN(S(=O)(=O)c2cccc(F)c2)CC1)c1ccco1
    . | 15% | 2%
- N#CC1=C(N)OC2=C(C(=O)CCC2)C12C(=O)N1CCCc3cccc2c31 (stereo not given)
    -14% | 1% | -4%
- CCOc1cccc(-c2nnc(SCC(=O)Nc3cc(C)ccc3OC)n2N)c1
    ? | -8% | 4%
- Cc1nc(Cl)sc1C(=O)Nc1cccc(Cl)c1C
    0% | -10% | 0%
- O=C(O)c1ccc(S(=O)(=O)Nc2ccc(F)c(Cl)c2)cc1
    0% | 7% | 6%
- COc1ccc(-c2nc3cc(NC(=O)c4ccc(C)cc4)ccc3o2)cc1Cl
    . | 15% | 1%[12.3 µM]
- CCC(C)c1ccc(N(C(=O)c2ccco2)C(C(=O)NC2CCCC2)c2cccnc2)cc1 (stereo not given)
    -26% | 5% | 5%[0.0935 µM]
- COc1cccc(CNC(=O)Cn2nc(C)c3sc4ccccc4c3c2=O)c1OC
    . | 12% | 14%
- CCOC(=O)N/N=C\c1ccccc1OC/C=C/c1ccccc1
    23% | -4% | 4%
- O=C(CSc1nc2ccccc2c2nc(-c3ccccc3)nn12)Nc1ccc(Br)cc1
    . | 1% | 0%
- CC1=CC(C)(C)n2c(O)c(N=N)c3cc(C)cc1c32
    -11% | -23% | 8%
- COc1ccc(C(=O)Nc2nc3n(n2)C(c2ccccc2)C=C(c2ccccc2)N3)cc1 (stereo not given)
    . | 4% | 9%
- Cc1cc(NC(=O)C2CCN(S(=O)(=O)c3cnc[nH]3)CC2)ccc1Br
    -3% | 3% | 5%
- CCCC(C)C(=O)Nc1nc(C)c(-c2csc(Nc3cc(OC)ccc3OC)n2)s1 (stereo not given)
    -5% | 9% | 7%
- CC(=O)c1ccc(N2CCN(S(=O)(=O)c3ccc4c(c3)CC(C)N4C(=O)C3CCC3)CC2)cc1 (stereo not given)
    . | 8% | 7%
- COc1ccc(/C=C(\NC(=O)c2ccc(C)cc2)C(=O)NCCN2CCOCC2)cc1
    -11% | -12% | .
- COc1ccc(N(C)S(=O)(=O)c2ccc(Cl)c(C(=O)NCCc3ccc(Cl)cc3)c2)cc1
    2% | -1% | 0%
- CCCCn1ccc(O)c(Cc2ccc(F)cc2)c1=O
    4% | 6% | 6%
- COc1ccc(-c2noc(=O)n2CC(=O)N2CCC(Cc3ccccc3)CC2)cc1
    5% | 10% | 0%
- Cc1cc(C)n(-c2ncnc3c2oc2ccccc23)n1
    -3% | -12% | -8%
- O=C(NC(=O)c1ccccc1Cl)C(=O)Nc1ccc(Cl)cc1
    -9% | -7% | 2%
- Cc1cccc(NC(=O)C2CCCN2S(=O)(=O)c2ccc3c(c2)n(C)c(=O)c(=O)n3C)c1 (stereo not given)
    -12% | 18%&2% | 4%&3%
- Cc1ccc(CN2C(=O)CC(c3ccc(Cl)cc3)c3c(C)nn(-c4nc(C)cc(C)n4)c32)cc1 (stereo not given)
    . | 6% | 2%
- O=C(NC1CCCCCC1)C1CCN(C(=O)Cc2ccccc2)CC1
    -4% | -4% | 7%
- CC(=O)c1nn(-c2ccc(C(F)(F)F)cc2)c(=O)[nH]c1=O
    -12% | -9% | .
- Cc1cccc(N/N=C/c2ccc(C)s2)c1
    -5% | -3% | .
- Cc1ccc(C(NC(=O)NC(C)c2ccccc2)C(Cl)(Cl)Cl)cc1F (stereo not given)
    6% | -8% | -3%
- Cc1ccccc1CN1CCN(CC(=O)NCc2ccco2)C1=O
    -5% | 0% | 2%
- O=C(NCCCN1CCCC1=O)c1cc(S(=O)(=O)N2CCOCC2)ccc1Cl
    -2% | -3% | 0%
- Cc1cc(NC(=O)Cn2cnc3c2c(=O)n(C)c(=O)n3C)n(-c2ccccc2)n1
    1% | 0% | 3%
- O=C1CC(N2CCOCC2)C(=O)N1c1ccc(Cl)cc1 (stereo not given)
    -11% | 4% | -1%
- c1ccc(CNn2c(N3CCOCC3)nc3ccccc32)cc1
    11% | -10% | 3%
- O=S(=O)(c1ccc(OCC(O)CN2CCCCC2)cc1)N1CCOCC1 (stereo not given)
    -1% | -2% | -3%
- Cc1[nH]c(C)c(S(=O)(=O)N2CCc3ccccc32)c1C(=O)N1CCCCC1
    -2% | 21% | 5%
- NC(=O)c1cc(-c2ccccc2)nc(N2CCOCC2)n1
    -1% | -1% | 3%
- COc1cccc(Cn2cnc3c(NS(=O)(=O)c4cc(Cl)ccc4Cl)c(C)c(C)cc32)c1
    4% | -18% | 0%
- COc1cccc(NC(=S)/C(=C(\[O-])c2cc(C)n(-c3ccccc3F)c2C)[n+]2ccc(N(C)C)cc2)c1
    -10% | -8% | 9%
- CNc1ccc(S(=O)(=O)NCC(=O)OCC(=O)Nc2cccc(Cl)c2Cl)cc1[N+](=O)[O-]
    -1% | -10% | 4%
- O=C(NCc1cccc(Cl)c1)c1cccc(C(F)(F)F)c1
    28% | -11% | 0%
- Cc1ccnc(NC(=O)CCC(=O)N(CC(=O)NCCc2ccccc2)c2ccc(F)cc2)c1
    -12% | -9% | -7%
- O=C(COc1ccc(Br)cc1F)NCC1(N2CCCCC2)CCCCC1
    . | 6% | -1%

Arranged by the number under TDP1 inh (ascending): some entries from above.
Order of results: N370S GC | FEN1 inh | TDP1 inh
- O=C(NCc1cccc(Cl)c1)c1cccc(C(F)(F)F)c1
    28% | -11% | 0%
- O=C(NC(=O)c1ccccc1Cl)C(=O)Nc1ccc(Cl)cc1
    -9% | -7% | 2%
- NC(=O)c1cc(-c2ccccc2)nc(N2CCOCC2)n1
    -1% | -1% | 3%

Further records
Order of results: N370S GC | FEN1 inh | TDP1 inh
- O=C(C1=C[C@H](c2csc3ccccc23)C[C@H](OCCCCO)O1)N1CCN(Cc2ccccc2)CC1
    -17% | -18% | 0%
- O=C(NNS(=O)(=O)c1ccccc1[N+](=O)[O-])c1ccccc1Cl
    5% | 19% | 0%
- COc1ccc(CNC(=O)c2csnn2)cc1
    -2% | -2% | -8%
- CCC1=C(OC(=O)N(CC)CC)N2C(=O)OC(=NCC(=O)OC)[C@]2(Cc2ccccc2)[C@H]2C1=CC[C@H]1C(=O)NC(=O)[C@H]12
    6%&-2% | -12% | 1%&-2%
- Cc1cc2ncn(-c3ncnc4sc5c(c34)CCCC5)c2cc1C
    ? | 0% | 0%
- Cc1cccc(C(=O)Nc2c(C(=O)NCc3ccc(Cl)cc3)sc3nc(C)cc(C)c23)c1
    . | -13% | -2%
- NC(=S)N/N=C\c1ccc(-c2cccc(Cl)c2Cl)o1
    0% | -8% | 7%
- Cc1nn(C)cc1C(C(=O)NC1CCCCC1)N(C(=O)Cc1cccs1)c1ccc(C(C)C)cc1 (stereo not given)
    4% | 18% | 0%
- CC(=O)Nc1nc2ccccc2n1Cc1ccccc1
    8% | 6% | 5%
- CCOC(=O)c1ccc(NC(=O)CCC(=O)N2Cc3ccccc3Oc3ncccc32)cc1
    . | 2% | 5%
- O=C(N/N=C/c1ccc(-c2cccc([N+](=O)[O-])c2)o1)c1ccc([N+](=O)[O-])cc1
    1% | -5% | 8%
- COC(=O)c1cc(NC(=O)c2cc(-c3ccc(Cl)cc3)oc2C(F)(F)F)ccc1N1CCOCC1
    18% | 2% | 2%
- Cc1ccc(S(=O)(=O)N2CCN(CC(=O)N/N=C\c3cccnc3)CC2)cc1
    2% | 7% | 4%
- O=C(Cn1cccc1C(=O)c1ccccc1)NCc1ccccc1
    8% | -6% | 3%
- O=C(NCCc1ccccc1)C(=O)NCC1CCNCC1
    5% | . | 1%
- Cc1c2c(=O)n(-c3nc4ccccc4s3)nc-2cc(O)n1Cc1ccccc1
    -3% | ? | 10%
- O=C(O)CC(CNS(=O)(=O)c1cccc2nsnc12)c1ccccc1 (stereo not given)
    3% | -11% | 3%
- NC(=O)c1ccsc1NC(=O)COC(=O)c1cnccn1
    . | -12% | -5%
- COc1ccc(OC)c(C2=Nn3c(nnc3-c3cc(OC)c(OC)c(OC)c3)SC2)c1
    5% | -1% | 8%
- Nc1nc(N)nc(-c2ccccc2-c2nc(N)nc(N)n2)n1
    3% | -4% | -5%
- CCC(=O)Nc1c(C(=O)Nc2cccc(OC)c2)oc2ccccc12
    4% | -13% | 0%
- Cc1c(O)ccc2c3c(c(=O)oc12)CCCC3
    ? | -23% | 3%
- CCOC(=O)c1ccc(NC(=O)CSc2nnc(-c3cccs3)n2C)cc1
    -8% | -4% | -2%
- CCOCCCn1c(SCC(=O)Nc2ccc3[nH]c(=O)[nH]c3c2)nc2ccccc2c1=O
    2% | ? | .
- COc1ccccc1CNC(=O)C1Cc2cc(S(=O)(=O)N3CCCC3)ccc2N1C(C)=O (stereo not given)
    2% | -4% | 7%
- N=c1sccn1CC(=O)Nc1cc(S(=O)(=O)N2CCCC2)ccc1Cl
    . | 11% | 5%
- Cc1[nH]c(=O)[nH]c(=O)c1NC(=O)CSc1ncccc1-c1nc2ccccc2[nH]1
    -8% | -7% | 3%
- CCc1nnc(SCC(=O)Nc2ccc(N3CCOCC3)cc2)o1
    -3% | -8% | 2%
- COc1ccc(NC(=O)N(CCc2ccccc2)Cc2cc3c(C)cc(C)cc3[nH]c2=O)cc1
    ? | -17% | 7%
- O=C(Nc1ccc(S(=O)(=O)C(F)F)cc1)c1ccc2c(=O)n3c(nc2c1)CCC3
    -9% | -4% | 5%[0.505 µM]
- CCOC(=O)c1cc2c(ccc3nc(C)c(C)c32)[nH]c1C
    7% | -11% | .
- Clc1cccc(Cl)c1/C=N\Nc1nccs1
    22% | 6% | -2%
- O=C(COC(=O)c1ccc([N+](=O)[O-])o1)NC1CCCc2ccccc21 (stereo not given)
    . | ? | -3%
- CC(=O)NC(Cc1ccccc1)C(=O)OCC(=O)c1ccc(Br)cc1 (stereo not given)
    4% | 4% | 2%
- O=C(NC(=S)Nc1ccccc1N1CCCCC1)c1ccc(F)cc1Cl
    -2% | -13% | 4%
- CCn1c2ccccc2c2cc(NS(=O)(=O)c3ccccc3C)ccc21
    11% | -16% | 10%
- CN(C)S(=O)(=O)c1cccc(NC(=O)CN2C(=O)NC(CCc3ccccc3)C2=O)c1 (stereo not given)
    -4% | -12% | 8%
- COc1ccc(NS(=O)(=O)c2ccc(C(=O)OC(C)C(=O)N3CCOCC3)cc2)cc1 (stereo not given)
    4% | 1% | 4%
- COC(=O)CCCCC1SCC2NC(=O)NC21O (stereo not given)
    4% | 2% | 14%
- CC1CCN(S(=O)(=O)c2ccc3c(c2)N(CC(=O)NCCc2ccccc2)C(=O)CO3)CC1
    . | -2% | 5%
- N=c1c2c3c(sc2ncn1CCCN1CCOCC1)CCCCC3
    -4% | -2% | 4%
- CC(C)CC(c1nnnn1C1CCCC1)N1CCN(C(=O)c2ccco2)CC1 (stereo not given)
    -1% | 2% | 5%
- Cc1ccc(N2CCN(C(=O)C3CCC(CNS(=O)(=O)c4ccc(Br)s4)CC3)CC2C)cc1 (stereo not given)
    . | -17% | -2%[12.3 µM]
- ClC1(Cl)CC1Cn1c(C2CC2)nc2ccccc21 (stereo not given)
    -9% | -11% | -3%
- CC(=O)Nc1ccc(N2C(C(C)=O)=NN(c3ccccc3)C2c2cccs2)cc1 (stereo not given)
    -5% | -25% | -2%
